Screens (PubChem BioAssay)
TNAP inh no acc: TNAP (human) inhibition, acceptor-free conditions; P05186; purified TNAP, CDP-star luminescence, 30 min; inhibition, % at 20 µM; hit rate 0.26% among 200,000; AID 1012;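 active = tissue-nonspecific alkaline phosphatase inhibition above about 50% at 20 µM in the single-dose screen, limit read from the data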;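 also: 0% = DMSO negative control and 100% = EDTA positive control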
TNAP act hi DEA: TNAP (human) activation, high acceptor; P05186; purified TNAP, CDP-star luminescence, 1 M DEA, 30 min; hits give high values; 0 = EDTA background, 1 = DMSO-only activity; activation factor at 20 µM; 200,000 tested, under 10 active; AID 1136;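 active = activation factor at least 2 at 20 µM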
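Dosing: 20 µM single point. System: human TNAP. Amount: TNAP 1/800 final. Incubation: 30 min, room temperature. Read-out: TNAP activation factor scaled between EDTA and DMSO control wells. Signal: luminescence from CDP-star hydrolysis. Medium: 1 M DEA, pH 9.8, Mg2+, Zn2+. Control set: EDTA negative control, DMSO positive control.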
bIAP act: intestinal alkaline phosphatase (bovine) activation | purified bovine IAP, CDP-star luminescence, 30 min; hits give high values; fold of DMSO-control signal, blank-subtracted | activation factor at 20 µM | hit rate 0.17% among 200,000 | AID 1016;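 active = activation factor of 2 or more at 20 µM, a signal rise over negative controls twice the positive control's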
FLuc inh counter: inhibits firefly luciferase, flagging false hits in luciferase inhibition screens; P08659; ATPLite firefly luciferase biochemical luminescence, 10 min; inhibition, % at 10 µM; hit rate 1.5% among 200,000;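 active = inhibition above about 50% when tested at 10 µM, limit read from the data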
Target sequence (P08659 whole entry, looked up): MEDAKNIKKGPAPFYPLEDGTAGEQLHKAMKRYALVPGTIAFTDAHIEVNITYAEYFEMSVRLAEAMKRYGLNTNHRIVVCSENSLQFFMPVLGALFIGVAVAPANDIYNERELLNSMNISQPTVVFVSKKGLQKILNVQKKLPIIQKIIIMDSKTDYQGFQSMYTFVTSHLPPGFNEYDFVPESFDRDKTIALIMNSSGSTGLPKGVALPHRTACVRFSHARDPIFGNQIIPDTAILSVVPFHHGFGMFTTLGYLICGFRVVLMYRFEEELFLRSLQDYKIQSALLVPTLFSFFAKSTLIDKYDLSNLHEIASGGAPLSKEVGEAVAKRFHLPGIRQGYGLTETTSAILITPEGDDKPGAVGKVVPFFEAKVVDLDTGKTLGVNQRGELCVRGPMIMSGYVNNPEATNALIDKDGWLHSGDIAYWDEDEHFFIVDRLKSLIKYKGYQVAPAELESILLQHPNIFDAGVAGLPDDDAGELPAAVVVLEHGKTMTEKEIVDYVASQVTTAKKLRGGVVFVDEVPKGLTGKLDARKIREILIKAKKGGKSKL
FLuc stim CS: firefly luciferase counter-screen for stimulation assays. activation factor at 10 µM. 200,000 tested, under 10 active. ATPlite luciferase biochemical, luminescence, 10 min; 0 = ATP-free wells, 1 = DMSO control;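 active = luciferase activation factor, scaled between plate controls, of at least 2 with compound at 10 µM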
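System: cell-free luciferase reagent; medium: PBS as buffer for the ATP substrate; doses: test compounds dosed from 2 mM stocks in 100% DMSO; incubation: 10 min, room temperature; measured by: luminescence from luciferase reaction; read-out: luciferase activation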
TNAP inh hi DEA: TNAP (human) inhibition, high acceptor; P05186; purified TNAP, CDP-star luminescence, 1 M DEA; inhibition, % at 20 µM; hit rate 0.03% among 200,000; AID 1135;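 active = over 50% inhibition of tissue-nonspecific alkaline phosphatase at 20 µM in the single-dose screen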;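 also: plate controls were DMSO wells for no effect and EDTA-quenched wells as full inhibition for full effect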
NF-kB expr up: NF-kB expression increase, human neuronal cells. NF-kB reporter expression; hits give high values. hit rate 1.6% among 190,000. fold change at 12.5 µM. AID 1239; in the data active = fold change above about 3.3
PMI act: phosphomannose isomerase (human) activation; P34949; purified human PMI, coupled resazurin fluorescence, 20 min; hits give high values; 1 = vehicle control, 0 substrate-free wells; activation factor at 20 µM; hit rate 0.005% among 190,000; AID 1214;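 active = activation factor of 2 or more at 20 µM, relative to plate controls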
Target sequence (P34949 whole entry, looked up): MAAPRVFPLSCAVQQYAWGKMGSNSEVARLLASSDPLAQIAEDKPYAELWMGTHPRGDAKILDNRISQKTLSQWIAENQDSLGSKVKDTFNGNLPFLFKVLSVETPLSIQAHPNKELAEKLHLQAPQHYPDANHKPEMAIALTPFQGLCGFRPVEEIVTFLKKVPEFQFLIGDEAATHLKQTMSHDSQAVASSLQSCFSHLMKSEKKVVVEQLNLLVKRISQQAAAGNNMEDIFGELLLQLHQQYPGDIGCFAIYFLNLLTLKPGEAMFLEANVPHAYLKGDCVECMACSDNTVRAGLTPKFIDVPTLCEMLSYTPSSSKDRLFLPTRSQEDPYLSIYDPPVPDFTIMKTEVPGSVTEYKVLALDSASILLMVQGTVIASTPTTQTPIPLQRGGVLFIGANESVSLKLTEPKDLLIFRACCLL
APP 5'UTR act: APP 5'UTR luciferase reporter activation; SH-SY5Y APP 5'UTR luciferase reporter, luminescence; zero percent = DMSO vehicle wells; activation, % at 2 µM; hit rate 1% among 190,000;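 active = activation above a set limit, based on mean plus 3 SD of controls, cut at about 140% in these data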; also: values of inactives mirror those of a sister screen read the other way
PMI act hi M6P: PMI (human) activation, high substrate; P34949; coupled PMI enzyme assay, resazurin fluorescence, 20 min; hits give high values; 1 = untreated enzyme, 0 = substrate-free blank; activation factor at 20 µM; hit rate 0.34% among 190,000; AID 1216;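 active = activation factor of 2 or more at 20 µM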
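Material: human phosphomannose isomerase with PGI, G6PDH, diaphorase coupling enzymes. Quantity: 15 ng/mL PMI. Medium: HEPES pH 7.4 buffer with MgCl2 and Tween-20. Reagent: Near-saturating mannose-6-phosphate, 1.0 mM. Compound: 20 µM single dose. Times: enzyme reaction with compound 20 min at room temperature. Detection: resorufin fluorescence at Ex 544/Em 590 nm.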
Active calls of the source: *; / = no result given. Compounds as they come (roughly 3.6% active in at least one column).

Start of the data: the first two records (preview)
SMILES | TNAP inh no acc | TNAP act hi DEA | bIAP act | FLuc inh counter | FLuc stim CS | TNAP inh hi DEA | NF-kB expr up | PMI act | APP 5'UTR act | PMI act hi M6P
Cc1ccc(CS(=O)(=O)c2nc3c(c(N(C)C)n2)CCCC3)cc1 | -7 | 1.1 | 1.1 | -8 | 1.1 | -6 | 1.3 | 0.8 | 27 | 0.9
CC(=O)CCn1cnc([N+](=O)[O-])n1 | -13 | 1 | 0.9 | -2 | 1 | -4 | 1.5 | 1.1 | 4 | 1.1

The whole of this part, previewed entries included:
SMILES | TNAP inh no acc | TNAP act hi DEA | bIAP act | FLuc inh counter | FLuc stim CS | TNAP inh hi DEA | NF-kB expr up | PMI act | APP 5'UTR act | PMI act hi M6P
Cc1ccc(CS(=O)(=O)c2nc3c(c(N(C)C)n2)CCCC3)cc1 | -7 | 1.1 | 1.1 | -8 | 1.1 | -6 | 1.3 | 0.8 | 27 | 0.9
CC(=O)CCn1cnc([N+](=O)[O-])n1 | -13 | 1 | 0.9 | -2 | 1 | -4 | 1.5 | 1.1 | 4 | 1.1
COc1cccc(-c2nn(-c3ccccc3)cc2CNC(C)Cn2cncn2)c1 (stereo not drawn) | -11 | 1 | 1.2 | -3 | 1 | -5 | 0.92 | 0.9 | -3 | 1
Cc1csc(NC(=O)c2ccc(OCC3CCCO3)cc2)n1 (stereo not drawn) | -7 | 1 | 0.9 | 74* | 0.3 | 0 | 4.8* | 1 | 160* | 1
c1ccc2cc(OCc3nc4ccccc4[nH]3)ccc2c1 | -31 | 1 | 0.9 | 73* | 0.3 | 0 | 5.1* | 1 | 184* | 0.9
COC(=O)C1=C(C)N(CCc2c[nH]c3ccccc23)C(=O)/C1=C\N(C)C | -8 | 1.1 | 1 | -9 | 1.1 | -7 | 0.63 | 1.1 | 15 | 1
CCc1ccc(NC(=O)CN(c2ccccc2)S(=O)(=O)N(C)C)cc1 | -6 | 1 | 1.1 | -6 | 1.1 | -4 | 0.94 | 0.9 | 0 | 0.9
C/C(=N/NC(=O)CC1N=C(Cc2ccccc2)NNC1=O)c1cccnc1 (stereo not drawn) | -7 | 1 | 1.1 | -4 | 1 | -4 | 0.97 | 0.9 | -1 | 0.9
CCOc1ccc2oc(C(=O)NC3CC(C)(C)NC(C)(C)C3)c(C)c2c1 | -6 | 1.1 | 1.2 | -5 | 1.1 | -7 | 0.95 | 1 | -5 | 1
C/C(CC(=O)NCc1ccco1)=N\NC(=O)Cc1cccc2ccccc12 | -8 | 1 | 1.1 | -2 | 1 | -3 | 0.87 | 0.9 | -1 | 0.9
O=c1cc(CN2CCCc3ccccc32)nc2sccn12 | -11 | 1 | 1.1 | -6 | 1.1 | 0 | 1.1 | 1.8 | 11 | 2.1*
Cc1cc(Nc2ccc(C(C)C)cc2)n2ncnc2n1 | 0 | 1 | 1.1 | 1 | 1 | 0 | 1.4 | 1 | -3 | 1
CCOC(=O)Cc1csc(NC(=O)c2ccc(NC(C)=O)cc2)n1 | -1 | 1 | 0.9 | 0 | 1 | -2 | 0.97 | 1.3 | 15 | 1.2
Cc1cc(Br)c(OCc2ccc(C(=O)N/N=C3\CC(=O)CC(C)(C)C3)cc2)c(Br)c1 | -20 | 1 | 1.1 | -5 | 1.1 | -2 | 0.94 | 0.9 | 2 | 0.9
O/N=C1/CCCCc2sccc21 | -16 | 1.1 | 0.9 | -2 | 1 | -6 | 1.1 | 1.1 | 17 | 1
CC1CCCCC1NC(=O)Cn1nnc(-c2ccc(Cl)cc2)n1 (stereo not drawn) | -24 | 1.1 | 0.9 | -5 | 1.1 | -5 | 1.3 | 0.9 | -18 | 0.8
O=C1c2ccccc2-c2c1cccc2C(=O)N1CCCCCC1 | -1 | 1 | 1 | -8 | 1.1 | -4 | 0.91 | 1.1 | -9 | 1.1
N#C/C(=C\c1coc2ccccc2c1=O)C(N)=S | 5 | 0.9 | 1.1 | 6 | 0.9 | 12 | 1.1 | 1.4 | 8 | 1.4
CCOC(=O)c1sc(NC(=O)c2cccnc2)c(C#N)c1C | 3 | 1 | 0.9 | 6 | 0.9 | -4 | 0.83 | 1.1 | 11 | 1
Cc1ccc(Cl)cc1NC(=O)c1ccc(NC(=O)CCC(=O)O)cc1 | -5 | 1 | 1 | -5 | 1.1 | -2 | 1 | 1 | 2 | 1
CCC1CCCCN1C(=O)c1cc(COc2ccc3ncccc3c2)on1 (stereo not drawn) | -5 | 1.1 | 1.1 | -7 | 1.1 | -5 | 0.82 | 0.9 | -12 | 0.9
CCOC(=O)c1sc2nc3c(cc2c1N)COC(C(C)C)C3 (stereo not drawn) | -11 | 1.1 | 1 | 49 | 0.5 | -6 | 1.4 | 1.1 | 145* | 1
Cc1ccc(N(CC(=O)NC(C)(C)C)C(=O)CNC(=O)c2cccs2)c(C)c1 | -5 | 1 | 1 | -6 | 1.1 | -4 | 1 | 0.9 | 6 | 0.9
Cc1ccccc1N(CC(=O)NC1CCCC1)C(=O)C1(C)CC(=O)N=C2C=CC=CN21 (stereo not drawn) | 0 | 1 | 0.9 | -3 | 1 | 1 | 1.3 | 1.1 | 25 | 1
CCCCn1c(SCC(=O)N2CCC(C(=O)OCC)CC2)nc2cc(S(N)(=O)=O)ccc21 | -1 | 1 | 1.1 | -7 | 1.1 | -5 | 0.9 | 1.2 | / | 1.3

Next section.
SMILES | TNAP inh no acc | TNAP act hi DEA | bIAP act | FLuc inh counter | FLuc stim CS | TNAP inh hi DEA | NF-kB expr up | PMI act | APP 5'UTR act | PMI act hi M6P
Cc1cc(SCC#N)nc2ccccc12 | -7 | 1.1 | 0.9 | -4 | 1 | -8 | 1.2 | 1.1 | 10 | 1.1
Cc1cc(C)c2ccc3c(C)c(C)nc3c2[nH]1 | -9 | 1 | 1.2 | -1 | 1 | -3 | 1 | 1 | 3 | 1
O=C(NCC(=O)N(Cc1cccs1)C(C(=O)NC1CCCCC1)c1ccco1)c1cccs1 (stereo not drawn) | -8 | 1 | 0.9 | -8 | 1.1 | -2 | 0.32 | 0.9 | -14 | 1
CCOC(=O)c1c(NC(=O)CC2SC(N)=NC2=O)sc(C)c1C (stereo not drawn) | -22 | 1.1 | 1.1 | -3 | 1 | -8 | 1.2 | 1 | -10 | 1
COc1cc(/C=C2\SC(=S)N(CC(=O)Nc3cccnc3)C2=O)cc(OC)c1OC | 8 | 1 | 0.7 | -1 | 1 | -4 | 0.99 | 0.9 | 31 | 1
Nn1cnnc1N/N=C/c1cc(Br)cc(Br)c1O | -126 | 1 | 0.8 | -4 | 1 | -4 | 0.6 | 0.8 | -16 | 0.9
CCCS(=O)(=O)N1CCCC(C(=O)NCc2ccc3c(c2)OCO3)C1 (stereo not drawn) | -12 | 1.1 | 1 | -7 | 1.1 | -5 | 1.1 | 0.9 | / | 0.9
O=C(CSC1=NC(=O)C(c2ccccc2)C(=O)N1)Nc1cccc(Cl)c1 (stereo not drawn) | -7 | 1 | 1 | -7 | 1.1 | -4 | 1.1 | 1.1 | 10 | 1.1
Cc1nnc(SCc2ccc([N+](=O)[O-])cc2)[nH]c1=O | -7 | 1 | 1.1 | 10 | 0.9 | -2 | 1.2 | 1 | 7 | 1
O=c1c2c(-c3ccc(Cl)cc3)csc2ncn1/N=C/c1cccc([N+](=O)[O-])c1O | 2 | 0.9 | 1 | 7 | 0.9 | 14 | 0.85 | 1.2 | 15 | 1.2
Cc1cc(N2CCOCC2)nc(SCc2c(Cl)cccc2Cl)n1 | -6 | 1 | 1 | -4 | 1 | 3 | 0.97 | 0.8 | 17 | 0.9
CCOc1cc(NC(=O)c2ccccn2)c(OCC)cc1NC(=O)c1ccccc1 | -6 | 1 | 1 | 0 | 1 | -1 | 0.92 | / | -13 | /
COc1ccc2c(c1)O[C@@H](c1cccc(C(F)(F)F)c1)[C@H](OC(=O)NCCc1ccc(OC)c(OC)c1)C2=O | -4 | 1 | 0.9 | -2 | 1 | 0 | 0.86 | 1.1 | 9 | 0.9
CN(c1cccc(NC(=O)Cc2ccccc2)c1)S(C)(=O)=O | -1 | 1 | 0.9 | -7 | 1.1 | -4 | 1.5 | 0.9 | 0 | 1
COC(=O)c1[nH]c2cc(C)ccc2c1NC(=O)CN1CCc2cc(OC)c(OC)cc2C1 | -5 | 1 | 0.8 | -5 | 1 | -5 | 0.51 | 0.9 | 10 | 0.8
O=C(CSc1nnc(NC(=O)Cc2ccc(F)cc2)s1)NCc1ccco1 | -7 | 1.1 | 1 | 3 | 1 | -5 | 0.98 | 1 | -11 | 1
CCN(C(N)=S)c1ccccc1 | -10 | 1 | 0.9 | -2 | 1 | -5 | 1.1 | 1 | -4 | 1
Cc1ccc(NC(=O)c2cnn(-c3ccccc3)c2NC(=O)c2ccco2)cc1C | -10 | 1 | 1 | -2 | 1 | -4 | 1 | 1 | 22 | 1
COc1ccc(NC(=S)N2CCNC(=O)C2CC(=O)Nc2cccc(Cl)c2C)cc1 (stereo not drawn) | -5 | 1 | 0.8 | -4 | 1 | 0 | 1.2 | 0.9 | 5 | 0.8
O=C(NCc1ccccn1)C1CCN(S(=O)(=O)N2CCCCC2)CC1 | -1 | 1 | 1 | -7 | 1.1 | -2 | 1.1 | 1.1 | 4 | 1
COC(=O)c1ccc(Sc2ccccc2NS(=O)(=O)c2ccc(OC)cc2)nc1 | -7 | 1 | 0.9 | -1 | 1 | 2 | 1.4 | 0.8 | -4 | 0.8
CCn1cnc2cc(NCc3ccc(N(C)C)cc3)ccc21 | -2 | 1 | 1 | 2 | 1 | -1 | 0.51 | 0.8 | 46 | 0.6
COCCNc1nc2nonc2nc1N1C[C@H]2CC[C@H]1C2 | -2 | 1 | 1.1 | -6 | 1.1 | 0 | 1.3 | 1 | -2 | 1
COC(=O)c1sc(NC(=O)/C=C/c2ccc(C)o2)nc1C | -11 | 1.1 | 1.1 | 8 | 0.9 | -6 | 1.4 | 1.1 | 66 | 1
CCOC(=O)C1CCCN(C(=O)Cc2ccc(C)cc2)C1 (stereo not drawn) | -23 | 1.1 | 0.9 | -8 | 1.1 | -7 | 1.2 | 1 | -17 | 1
CCOC(=O)CNC(=O)c1ccccc1Br | -8 | 1 | 0.9 | 1 | 1 | -3 | 1.3 | 0.9 | -9 | 1
O=C(c1ccc(Cn2c(=O)[nH]c3ccccc3c2=O)cc1)N1CCN(c2ccccc2)CC1 | -1 | 1 | 1 | -1 | 1 | 0 | 0.6 | 0.9 | -3 | 0.9
O=C(NCCCn1ccnc1)c1cccc(S(=O)(=O)NCc2ccccc2)c1 | -1 | 1.1 | 1 | -10 | 1.1 | -6 | 1 | 1.1 | 15 | 1
Cc1ccc(NC(=O)CNCc2ccccc2)c(Br)c1 | -5 | 1 | 0.8 | 3 | 1 | 1 | 1.4 | 1.1 | 24 | 1.1
COc1ccc(C(=O)Nc2cc(OC)ccc2OC)cc1 | -6 | 1 | 0.9 | 13 | 0.9 | 1 | 1.4 | 1 | 7 | 1
